Compound activity (PubChem)
CRFBP-R2 block: CRF-BP/CRF-R2 complex antagonism. HEK293 CRF-R2/CRF-BP, CRF-induced calcium fluorescence. inhibition, % at 11.8 µM. 0.59% of 350,000 active;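 active = inhibition of the ligand-induced calcium signal above about 50% at the single tested concentration, limit read from the data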
CHRM5 antagonist: antagonists of human muscarinic M5 receptor (CHRM5). CHO-hM5 cells, Fluo-8 calcium fluorescence, ACh EC80. AID 624040. P08912. inhibition, % at 3 µM. 0.59% of 360,000 active;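 active = inhibition above a per-plate cutoff, the mean of that plate's test compounds plus 3 SD, cut at about 27% in these data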;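 note: 0% = acetylcholine EC80 with DMSO and 100% = DMSO without agonist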
CRFR2-BP ag: CRF-BP/CRF-R2 complex agonism | 0.46% of 350,000 active | activation, % at 13.2 µM | AID 588473 | HEK293 CRF-R2/CRF-BP, calcium dye fluorescence (FLIPR); percent of saturating CRF peptide response;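 active = activation of at least 50%, plus an integration ratio under a set limit after plate pattern correction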;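 note: plate controls were neutral control wells without compound for no effect and CRF at EC100 for full effect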
M4 ag: CHRM4 agonism in calcium assay. P08173. 0.14% of 360,000 active. activation, % at 3 µM. CHO-K1 hM4/Gqi5, Fluo-8 calcium fluorescence; vehicle 0%, full acetylcholine response 100%;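 active = activation above the run mean over all test wells plus 3 SD, cut at about 32% in these data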;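 note: peak over basal fluorescence ratio per well then scaled between controls; 0% = DMSO wells and 100% = acetylcholine at EC100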
Target sequence (P08173 whole entry, looked up): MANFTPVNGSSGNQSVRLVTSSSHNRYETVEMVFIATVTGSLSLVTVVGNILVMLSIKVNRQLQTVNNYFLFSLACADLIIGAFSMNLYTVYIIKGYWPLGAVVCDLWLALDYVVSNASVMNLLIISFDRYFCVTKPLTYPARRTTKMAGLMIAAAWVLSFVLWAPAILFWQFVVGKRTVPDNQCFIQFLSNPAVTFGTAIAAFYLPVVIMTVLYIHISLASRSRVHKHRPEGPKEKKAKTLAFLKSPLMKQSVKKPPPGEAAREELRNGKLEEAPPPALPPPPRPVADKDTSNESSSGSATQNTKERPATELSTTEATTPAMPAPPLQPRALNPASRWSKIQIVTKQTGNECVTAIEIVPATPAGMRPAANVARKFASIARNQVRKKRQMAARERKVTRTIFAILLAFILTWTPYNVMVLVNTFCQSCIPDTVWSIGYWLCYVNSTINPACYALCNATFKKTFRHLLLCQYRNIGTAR
CHRM4 PAM: positive allosteric modulators of human muscarinic M4 receptor. AID 624126. activation, % at 3 µM. CHO-K1 hM4/Gqi5, Fluo-8 calcium fluorescence, ACh EC20; 0% = ACh EC20, 100% = maximal ACh. 0.4% of 360,000 active. P08173;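 active = activation above its plate's cutoff, the mean activation of sample wells plus 3 SD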; note: some results filed as inactive read as strong as hits
CHRM5 agonist: agonists of human muscarinic M5 receptor (CHRM5) | P08912 | CHO-K1 hM5 cells, Fluo-8 calcium fluorescence; 0% DMSO wells, 100% maximal acetylcholine response | activation, % at 3 µM | 0.19% of 360,000 active | AID 624037;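 active = activation above the run's mean over test compounds plus 3 SD, cut at about 23% in these data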;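 note: signal is peak over basal fluorescence ratio across the kinetic read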
CHRM4 antagonist: CHRM4 antagonism in calcium assay | 0.73% of 360,000 active | CHO-hM4 cells, ACh EC80, Fluo-8 calcium fluorescence | inhibition, % at 3 µM | P08173;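 active = inhibition above its plate's cutoff, the mean inhibition of sample wells plus 3 SD, cut at about 27% in these data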;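 note: 0% = acetylcholine EC80 with DMSO and 100% = DMSO without agonist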
CHRM1 PAM: positive allosteric modulators of human M1 muscarinic receptor; CHO-K1 hM1, Fluo-8 calcium fluorescence, ACh EC20; 0% = ACh EC20, 100% = maximal ACh; AID 588819; activation, % at 3 µM; P11229; 0.088% of 360,000 active; in the data active = activation above about 19%, passing the limit was not always enough
Target sequence (P11229 whole entry, looked up): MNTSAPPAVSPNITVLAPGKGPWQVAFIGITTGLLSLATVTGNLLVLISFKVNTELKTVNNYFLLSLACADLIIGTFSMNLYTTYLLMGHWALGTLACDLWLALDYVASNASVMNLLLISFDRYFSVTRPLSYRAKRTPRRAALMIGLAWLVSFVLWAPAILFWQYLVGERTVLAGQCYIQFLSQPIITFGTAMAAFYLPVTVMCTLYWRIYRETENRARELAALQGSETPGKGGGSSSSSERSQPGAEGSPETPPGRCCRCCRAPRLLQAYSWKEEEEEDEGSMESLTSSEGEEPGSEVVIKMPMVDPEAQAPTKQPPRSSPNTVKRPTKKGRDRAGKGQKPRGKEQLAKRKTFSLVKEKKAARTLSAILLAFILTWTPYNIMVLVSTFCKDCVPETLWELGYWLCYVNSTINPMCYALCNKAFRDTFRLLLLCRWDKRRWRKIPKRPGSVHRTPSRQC
M5 PAM: positive allosteric modulators of human muscarinic M5 receptor | CHO-K1 hM5, Fluo-8 calcium, ACh EC20 PAM; 0% = ACh EC20, 100% = ACh EC100 | activation, % at 3 µM | 0.3% of 360,000 active | AID 624038 | P08912;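 active = activation above the run cutoff, the mean activation of all test compounds plus 3 SD, cut at about 18% in these data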
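Assay system: CHO-K1 hM5 cells / Incubation: Fluo-8 loading 80 min at 37 °C plus 30 min room temperature / Technique: Fluo-8 calcium dye fluorescence, kinetic read / Repeats: single replicate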
Active calls of the source: *; . = not tested or not shown. An unsorted share of the library; overall some 2.6% were active at least once.

SMILES	CRFBP-R2 block	CHRM5 antagonist	CRFR2-BP ag	M4 ag	CHRM4 PAM	CHRM5 agonist	CHRM4 antagonist	CHRM1 PAM	M5 PAM
CC(C)CC1NC(=O)c2cccnc2-n2c1nc1cc(F)c(F)cc1c2=O (stereo not drawn)	-13	-6	-0.5	0	2	-1	-7	4	10
CC(C)C(C)NC(=O)COC(=O)/C=C/c1ccc(S(=O)(=O)N2CCc3ccccc32)cc1 (stereo not drawn)	-8	-7	0.1	2	-2	-1	10	10	0
Cc1cc(C)c(S(=O)(=O)N(C)CC(=O)N2CCCC2)c(C)c1	11	-2	0.3	1	6	1	-10	4	-1
CNc1nnc(-c2ccc(N(C)C)cc2)s1	3	2	-1.1	-1	-5	-1	5	5	-1
CCOC(=O)c1ccc(S(=O)(=O)Nc2cc(S(=O)(=O)Nc3ccc(OC)cc3)ccc2O)cc1	2	-5	-0.3	0	6	-3	-6	3	18*
COc1cc(C(=O)Nc2ccc(C)cn2)c([N+](=O)[O-])cc1OC	-17	4	1.6	2	8	3	8	12	10
O=C(NCCC1=CCCCC1)c1ccc(Cl)c(S(=O)(=O)N2CCOCC2)c1	-60	0	1.5	2	-13	13	13	-1	-5
CCn1cc(C(=O)N2CCN(c3ccc(OC)cc3)CC2)c(=O)c2cc(S(=O)(=O)N3CCOCC3)ccc21	3	0	0.1	3	2	-4	-9	6	-3
Cc1ccc(C(=O)/C=C/c2ccccc2)o1	-1	0	-0.2	0	-4	-3	-3	6	-5
CC(C)n1c(SCC(=O)N2CCCC2)nc2c1c(=O)n(C)c(=O)n2C	4	3	-3.5	-1	13	-1	2	8	-1
Cc1cccc(CN(C)C[C@H]2OCc3cnnn3CCCC(=O)N([C@@H](C)CO)C[C@@H]2C)c1	21	4	-0.7	1	8	0	-3	7	0
Cc1cc(C)n(-c2c(F)c(F)c(CN3CCOCC3)c(F)c2F)n1	13	-1	-0.8	3	-3	4	-2	3	-4
Cc1occc1C(=O)NNC(=S)NCC(C)C	16	4	0.1	1	24	-3	15	-3	15
COC(=O)c1ccc(CN2CCN(CCc3ccccc3)C(CCO)C2)cc1 (stereo not drawn)	17	-8	1.2	0	-17	-17	-3	-4	1
Cc1cccc(-n2ncc3c(NNC(=O)c4ccco4)ncnc32)c1	-2	5	0.7	3	11	-1	-9	11	11
CC(=O)N/C(=C/c1ccc(OC(F)F)cc1)C(=O)O	7	1	0.8	1	1	-1	10	7	-4
CCN(CC)C(=O)c1ccccc1NC(=O)c1ccccc1SC	-6	19	-0.2	2	9	-2	-10	8	-10
Cc1ccccc1C(=O)Nc1ccc(C(=O)N/N=C/c2ccccn2)cc1	2	6	0.3	3	0	-2	8	11	-1
O=C(COc1ccccc1)NCCc1cn2ccsc2n1	-6	2	1.0	1	7	2	-8	2	-3
CCc1ccc(OCC(=O)Nc2ccc(-c3nc4ccccc4o3)c(O)c2)cc1	9	-11	-1.9	1	13	-2	-8	8	-1
Cc1ccc(NC(N)=S)cc1C	-11	-2	-2.0	1	7	1	-5	7	2
CN(C(=O)COC(=O)c1cccc(S(=O)(=O)N2CCOCC2)c1)C1CCS(=O)(=O)C1 (stereo not drawn)	-9	8	0.2	1	2	3	-3	-1	-5
O=C1CC(c2cc(-c3ccccc3)no2)C1	-2	9	0.0	-1	-1	1	1	8	0
O=C1C2C(C(=O)N1Cc1cccnc1)C1C=CC2C12CC2 (stereo not drawn)	4	-1	-0.6	0	-9	-12	-5	0	0
C=CCn1c(SCC(=O)N2CCc3ccccc3C2)nnc1-c1ccncc1	29	4	-0.9	1	0	2	10	5	0
CCN(CC)CCCNc1oc(-c2cccc(Cl)c2)nc1C#N	-10	-3	-1.2	3	1	-3	3	-2	4
COc1ccc(C(C(=O)NCc2ccccc2)N(Cc2cccnc2)C(=O)c2snc(C(N)=O)c2N)cc1OC (stereo not drawn)	24	9	14	8	-8	0	2	7	0
CN(C(=O)c1cccc(NC(=O)Cc2cccc([N+](=O)[O-])c2)c1)C1CCCCC1	3	1	-0.4	12	-5	2	-2	-6	-2
CC(=O)Nc1cc(-c2nn(C)c(=O)c3ccccc23)ccc1N1CCCCC1	-12	-11	-1.5	1	1	0	0	5	5
Cc1onc(-c2ccccc2)c1C(=O)OCC(=O)c1ccc(F)cc1	16	6	-1.6	-1	-4	-3	2	-2	-7
CC(=O)Nc1ccc2c(c1)Cc1c-2cc(Br)c(N)c1Br	0	7	-2.5	0	8	-3	-4	13	3
S=c1[nH]nc(-c2cccnc2)n1Cc1ccccc1	-7	-5	-0.5	1	2	-5	-2	9	5
Cc1cccc(N2C(=O)CCC2=O)c1	-12	3	2.8	0	1	5	6	8	-7
O=C1N(c2ccccc2)C(c2ccccc2)N2CCCN12 (stereo not drawn)	17	2	-3.7	0	11	2	11	15	2
Cc1ccc(S(=O)(=O)N(Cc2cccc(C(F)(F)F)c2)C(=O)N2CCN(C)CC2)cc1	2	-2	-0.2	1	5	-5	4	5	0
N/C(=N\OC(=O)N1c2ccccc2Sc2ccccc21)c1ccc(Br)cc1	2	-3	-1.9	-1	5	-5	-2	-5	-4
COc1cccc(NC(=O)C2(C)CCN2Cc2ccc(OC)c3ccccc23)c1 (stereo not drawn)	.	-10	.	-1	-5	-4	-8	-1	-3
Cc1cc2c(cc1C)-c1nnnn1C(N1CCCC1)C(=O)N2 (stereo not drawn)	.	-1	.	2	0	-5	-11	.	3
OC(CCN1CCOCC1)c1ccccc1 (stereo not drawn)	4	-1	-1.1	1	0	-7	-21	2	6
O=C(c1ccc2c(c1)OCCO2)N(c1ccccn1)C1CCCCC1	-3	6	1.6	1	1	-4	-1	7	3
CCOC(=O)C1CCCN(C(=O)CN2C(=O)C(CC)Oc3ccc(C)cc32)C1 (stereo not drawn)	-5	0	-3.5	1	-4	2	2	2	-2
O=C(c1ccc2c(c1)OCCCO2)c1cccs1	-9	0	0.7	-1	4	-6	2	10	1
CCOC(=O)C(CC)n1cnc2sc3c(c2c1=O)CCC3 (stereo not drawn)	-4	-3	-0.1	0	10	-4	3	5	5
CC(=O)Nc1cccc(-c2cnc3ccccc3n2)c1	-5	2	-1.3	2	-1	-4	-9	1	5
O=C(CCCCCCN1C(=O)c2ccccc2C1=O)N1CCC(c2ccccc2)C1 (stereo not drawn)	-20	1	1.4	7	-7	-2	7	-4	-5
CC1(C)CC2CC(C)(CN2C(=O)COC(=O)Cn2[nH]c(=O)c3ccccc3c2=O)C1 (stereo not drawn)	-22	-1	0.0	4	0	1	-5	5	-2
CC(C)(C)c1cnnn1-c1ccc([N+](=O)[O-])cc1	-12	-1	-1.3	0	-2	-7	-7	5	13
CCc1cccc(NC(=O)C2CCCN(S(=O)(=O)c3c(C)[nH]c(=O)[nH]c3=O)C2)c1 (stereo not drawn)	-2	3	0.8	1	1	-5	8	5	3
CC1CCCC(NC(=O)CCS(=O)(=O)c2cc3c(cc2Cl)NC(=O)CO3)C1C (stereo not drawn)	-2	12	-3.1	1	-1	-3	17	-6	-8
Cc1cc(C)c(S(=O)(=O)c2cccc(Cl)c2)c(Cl)n1	-17	4	-0.9	0	8	-4	-4	9	-3
O=C(Nc1ccc(Cc2ccncc2)cc1)C1CCC(N2C(=O)C3CCCCC3C2=O)CC1 (stereo not drawn)	-23	3	-2.4	14	-8	3	-14	0	-9
COc1cc(OC)cc(C(=O)NNC(=O)c2ccc(-n3cncn3)c([N+](=O)[O-])c2)c1	2	-6	0.0	0	4	3	0	10	6
CCOc1ccc2[nH]c3c(NCCN(CC)CC)ncnc3c2c1	18	-1	-3.3	1	4	-4	-18	13	-2
CC(=O)c1cc2c(cc1NC(=O)Nc1cccc(Cl)c1)OCCO2	15	4	-2.6	3	-2	0	-2	2	1
CCN1C[C@@H]2[C@@H]3C(=O)N(C)C(=O)[C@@H]3[C@](CC)(C1=O)N2C(=O)c1ccc(Cl)cc1	3	4	-0.2	1	1	3	4	5	9
COc1ccc2nc(N3CCCCC3)c(C#N)cc2c1	-24	-5	7.9	1	15	-2	-5	11	10
CN1CCN(C(=O)CN(c2cc(C(F)(F)F)ccc2Cl)S(C)(=O)=O)CC1	7	14	1.2	1	-12	-3	1	-3	-6
CC(C)c1ccc(NC(=O)Nc2nc(CN)cs2)cc1	.	-5	.	0	0	0	-7	9	1
COc1ccc(C(=O)Nc2ccc3nc(C)sc3c2)cc1S(=O)(=O)N1CCOCC1	-22	-4	0.6	2	3	0	-16	6	1
CCCCn1cnc(C(=O)OCC)c1N	8	-7	-0.9	1	3	-2	-9	8	2
COc1ccc(CNC(=O)C2CCCN(S(=O)(=O)c3ccc(F)cc3)C2)cc1 (stereo not drawn)	-6	-4	-0.1	3	3	-1	-7	2	2

3 of the entries above in order of the CHRM5 agonist value, rising.
SMILES	CRFBP-R2 block	CHRM5 antagonist	CRFR2-BP ag	M4 ag	CHRM4 PAM	CHRM5 agonist	CHRM4 antagonist	CHRM1 PAM	M5 PAM
CC(=O)Nc1cccc(-c2cnc3ccccc3n2)c1	-5	2	-1.3	2	-1	-4	-9	1	5
CN1CCN(C(=O)CN(c2cc(C(F)(F)F)ccc2Cl)S(C)(=O)=O)CC1	7	14	1.2	1	-12	-3	1	-3	-6
COc1ccc(C(=O)Nc2ccc3nc(C)sc3c2)cc1S(=O)(=O)N1CCOCC1	-22	-4	0.6	2	3	0	-16	6	1

Compounds listed so far containing an aryl methoxy group (9):
SMILES	CRFBP-R2 block	CHRM5 antagonist	CRFR2-BP ag	M4 ag	CHRM4 PAM	CHRM5 agonist	CHRM4 antagonist	CHRM1 PAM	M5 PAM
CCOC(=O)c1ccc(S(=O)(=O)Nc2cc(S(=O)(=O)Nc3ccc(OC)cc3)ccc2O)cc1	2	-5	-0.3	0	6	-3	-6	3	18*
COc1cc(C(=O)Nc2ccc(C)cn2)c([N+](=O)[O-])cc1OC	-17	4	1.6	2	8	3	8	12	10
CCn1cc(C(=O)N2CCN(c3ccc(OC)cc3)CC2)c(=O)c2cc(S(=O)(=O)N3CCOCC3)ccc21	3	0	0.1	3	2	-4	-9	6	-3
COc1ccc(C(C(=O)NCc2ccccc2)N(Cc2cccnc2)C(=O)c2snc(C(N)=O)c2N)cc1OC (stereo not drawn)	24	9	14	8	-8	0	2	7	0
COc1cccc(NC(=O)C2(C)CCN2Cc2ccc(OC)c3ccccc23)c1 (stereo not drawn)	.	-10	.	-1	-5	-4	-8	-1	-3
COc1cc(OC)cc(C(=O)NNC(=O)c2ccc(-n3cncn3)c([N+](=O)[O-])c2)c1	2	-6	0.0	0	4	3	0	10	6
COc1ccc2nc(N3CCCCC3)c(C#N)cc2c1	-24	-5	7.9	1	15	-2	-5	11	10
COc1ccc(C(=O)Nc2ccc3nc(C)sc3c2)cc1S(=O)(=O)N1CCOCC1	-22	-4	0.6	2	3	0	-16	6	1
COc1ccc(CNC(=O)C2CCCN(S(=O)(=O)c3ccc(F)cc3)C2)cc1 (stereo not drawn)	-6	-4	-0.1	3	3	-1	-7	2	2
